Screening results as filed in PubChem.
pAkt inh – Akt phosphorylation inhibition | Neuro2A IGF-stimulated pAkt S473 HTRF, 20 min; hits give low values | activity change, % for hits at 50 µM | hit rate 0.32% among 360,000 | AID 651550; in the data active = activity change below about -80%; inconclusive = mostly about -51% to -80%; note: % is set by controls: 0 for no effect and ±100 for the full control effect
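Single-point screen (50 µM final compound) in Neuro2A cells stimulated 20 min with 6 nM IGF at 37 deg C. After lysis, Ser473-phosphorylated Akt read by HTRF (ex 330 nm, em 615/665 nm) as the 665/615 ratio.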
aSyn rescue – alpha-synuclein toxicity inhibition in yeast; Potency, µM (highest dose often 46.1 µM), for the others: at the top dose growth rescue (activation), actives largely listed as activators; hit rate 0.14% among 370,000; AID 652106; Yeast expressing alpha-synuclein, growth rescue, BacTiter-Glo, 24 h; note: potency is the fitted concentration of half-maximal effect; % of control where 0% means no effect; nearly all actives have a fitted effect of over 65% in size
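Screening used galactose-induced yeast with toxic alpha-synuclein levels, exposed to compound for 24 hr at 30 deg C. Cell growth, read with BacTiter-Glo luminescence, gave the measured signal.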
Abeta yeast res – compounds reversing amyloid beta toxicity in yeast; hit rate 0.063% among 410,000; Potency, µM (titrated, usually from 46.1 µM), inactives show at the top dose growth rescue, hits mostly activators; yeast expressing A-beta42, growth rescue, OD600, 48 h; response scale: 0% DMSO, 100% iron-clioquinol control; note: potency is the fitted concentration of half-maximal effect; nearly all actives have a fitted effect of over 55% in size
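Yeast A-beta toxicity model in growth medium with pinned compounds, 48 h at 30 C; growth read as absorbance at 600 nm. Normalized to FeCl3/clioquinol equimolar mix (positive) and DMSO (negative).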
PTHR1 ag – activates the human parathyroid hormone receptor PTHR1. Q03431. HEK293 GP2 PTHR1 cells, GloSensor cAMP luminescence, 1 h. Potency, µM (series often up to 115 µM), inactives show at the highest dose activation, hits mostly activators. hit rate 0.075% among 410,000. AID 743266; note: potency is the fitted concentration of half-maximal effect; nearly all actives have a fitted effect of over 55% in size; some results filed as inactive show a strong effect at the top dose; inactives centre near -15; many of its hits are not listed in these tables
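HEK-293-derived GP2 cells expressing PTHR1 and a GloSensor cAMP reporter, 3,000/well, plated overnight, given luciferin plus IBMX (each 0.5 mM as added) for 1 h at 37 °C, then compound for 1 h at 37 °C. Luminescence was read after 15 min at room temperature.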
FUS suppressor – rescues growth of FUS-expressing yeast; S. cerevisiae FUS-expressing, growth rescue, OD600, 24 h; Potency, µM (titrated, usually from 76.6 µM), for the others: at the highest dose growth rescue (activation), usual class: activators; hit rate 0.24% among 390,000;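 note: potency is the fitted concentration of half-maximal effect; plate controls were DMSO vehicle for no effect and reference control for full effect; nearly all actives have a fitted effect of over 55% in size; some results filed as inactive show a strong effect at the top dose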
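Galactose (2%) drives FUS expression in yeast precultured in raffinose; seeding density OD 0.005. Test compounds incubated 24hr at 30C and 99% humidity before absorbance at 600 nm was measured.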
GLP1R inv ag – inverse agonists of human GLP-1 receptor; P43220; HEK293 GLP-1R CRE-luciferase, luminescence, 24 h; GLP-1R form is constitutively active; Potency, µM (top dose mostly 38.3 µM), inactives show at the highest dose activity change, negative = inhibition, hits mostly inhibitors; hit rate 1.6% among 410,000; AID 624417; note: potency is the fitted concentration of half-maximal effect; % is set by controls: 0 for no effect and ±100 for the full control effect; nearly all actives have a fitted effect of over 55% in size
Target sequence (P43220 whole entry, looked up): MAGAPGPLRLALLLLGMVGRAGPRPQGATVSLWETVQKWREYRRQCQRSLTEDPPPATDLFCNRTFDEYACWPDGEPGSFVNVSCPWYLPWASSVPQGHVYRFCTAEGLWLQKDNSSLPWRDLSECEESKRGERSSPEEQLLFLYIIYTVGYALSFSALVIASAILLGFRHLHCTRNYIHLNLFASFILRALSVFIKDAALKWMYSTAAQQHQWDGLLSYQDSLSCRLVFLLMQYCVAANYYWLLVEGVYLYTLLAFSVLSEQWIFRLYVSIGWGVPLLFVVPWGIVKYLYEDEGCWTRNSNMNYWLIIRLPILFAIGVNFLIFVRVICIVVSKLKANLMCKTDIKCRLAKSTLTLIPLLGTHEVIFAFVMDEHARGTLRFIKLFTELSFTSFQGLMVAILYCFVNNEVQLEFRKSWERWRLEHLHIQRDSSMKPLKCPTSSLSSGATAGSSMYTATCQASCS
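Constitutively active GLP-1R drives a cAMP-responsive luciferase in stably transfected HEK293 cells; test compounds are added after overnight (12 h) attachment and left 24 hr, and signal loss in luminescence marks inhibition.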
GLP1R ag – GLP-1 receptor (human) agonism; Potency, µM (doses to about 45.6 µM), without a hit: at the top dose activation, most hits filed as activators; P43220; HEK293 GLP-1R CRE-luciferase, luminescence, 4-6 h; cells express a hypersensitive GLP-1R form; hit rate 0.007% among 380,000; note: potency is the fitted concentration of half-maximal effect; % of control where 0% means no effect
D3 antag – antagonists of human D3 dopamine receptor; P35462; D3R cells, DiscoveRx beta-arrestin luminescence, antagonist mode; hits give low values; max response, negative = inhibition, %; hit rate 2.5% among 360,000; in the data active = max response below about -50%; inconclusive = no clear call, values can overlap the other calls; note: % is set by controls: 0 for no effect and ±100 for the full control effect; mostly tested at two doses, the higher about 12 µM
Target sequence (P35462 whole entry, looked up): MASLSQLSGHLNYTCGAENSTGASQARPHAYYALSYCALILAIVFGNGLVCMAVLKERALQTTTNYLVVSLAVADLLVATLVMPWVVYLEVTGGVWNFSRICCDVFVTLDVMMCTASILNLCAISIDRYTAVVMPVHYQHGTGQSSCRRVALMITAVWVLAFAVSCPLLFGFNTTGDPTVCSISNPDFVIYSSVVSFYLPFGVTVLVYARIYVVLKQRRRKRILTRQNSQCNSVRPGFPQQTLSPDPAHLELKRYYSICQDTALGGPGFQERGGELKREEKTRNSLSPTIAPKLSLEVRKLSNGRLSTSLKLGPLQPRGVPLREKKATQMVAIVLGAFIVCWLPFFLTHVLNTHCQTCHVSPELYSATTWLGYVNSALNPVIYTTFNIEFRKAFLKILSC
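Cells expressing the human receptor were seeded at 1500 cells/well, incubated overnight at 37 degrees C in 5% CO2, then exposed to library compounds with dopamine controls for 90 minutes at 37 degrees C before luminescent detection.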
TDP-43 yeast inh – inhibitors of TDP-43 toxicity in yeast. hit rate 1.8% among 410,000. Potency, µM (highest dose often 46.1 µM), for the others: at the highest dose growth rescue (activation), most hits filed as activators. TDP-43 expressing yeast growth rescue, BacTiter-Glo, 24 h. AID 652104; note: potency is the fitted concentration of half-maximal effect; % of control where 0% means no effect; nearly all actives have a fitted effect of over 50% in size
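Cell-based yeast growth screen: TDP-43 expression induced in galactose, inoculum OD600=0.02 after raffinose pregrowth to mid-log. Read-out BacTiter-Glo luminescence at 24 hr, 30 deg C; inhibition of toxicity seen as signal increase.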
An asterisk follows results filed as active; i = inactive; ? = inconclusive; . = no result given; & = joins results of further samples; [ ] = dose if it differs, or a comment. Unless noted, calls come from the whole dose curve; as a rule, active = well fitted curve in the direction sought with a large enough effect; inconclusive = small, poorly fitted or top-dose-only effect, or another doubt; inactive = no such curve, though single readings can be large; an effect the other way counts as inactive or inconclusive. Only part of the results is shown; rates above refer to the full screens.

SMILES | pAkt inh | aSyn rescue | Abeta yeast res | PTHR1 ag | FUS suppressor | GLP1R inv ag | GLP1R ag | D3 antag | TDP-43 yeast inh
O=C(CN1C(=O)S/C(=C\c2ccc(Cl)cc2)C1=O)NCCCn1ccnc1 | i | 8% | -7% | i | 3% | ? | -4% | 4 | -8%
CC(C)CC1(C)NC(=O)N(CC(=O)NC(=O)Nc2ccc3c(c2)OCCO3)C1=O (stereo unspecified) | i | -3% | 3% | -10% | 15% | 4% | 17% | 0 | -7%
Cc1ccc(Cl)c2sc(NC(=O)C3=COCCO3)nc12 | i | -7% | -15% | -14% | 7% | ? | 7% | 3 | 11µM*
CS(=O)(=O)c1ccc2nc(NC(=O)CN3C(=O)NC4(CCCC4)C3=O)sc2c1 | i | -5% | -1% | -16% | . | 8% | -10% | -13 | -6%
O=C(c1ccco1)N1CCN(C(=O)c2ccccc2Oc2ccccc2)CC1 | i | 4% | 23% | -24%[57.5 µM] | -4% | -12% | 6% | 10 | 1%
O=C(NN=Cc1ccc([N+](=O)[O-])cc1)c1ccncc1 | i | 5% | 1% | i | ? | 4% | 5% | 3 | -10%
O=C(CN1CCN(c2cccc(Cl)c2)CC1)c1ccc(O)cc1O | i | 7% | . | i | -1% | ? | -2% | -26 | 6%
CSCCC(NC(=O)COc1ccccc1)C(=O)N1CCN(C(C)=O)CC1 (stereo unspecified) | i | -6% | 4% | i | 9% | 6% | -9% | 2 | -2%
O=C(CSc1nnc(-c2cccnc2)o1)Nc1ccc(Br)cc1 | i | 0% | -17% | 14% | -2% | 13% | 3% | -1 | -3%
CN(C(=O)CCc1nc(-c2ccccc2F)no1)c1ccccc1 | i | -1% | 1% | i | -4% | 1% | 11% | -6 | -9%
C=CCNC(=O)NC(=O)COn1nnc2ccc(S(=O)(=O)N(C)C)cc21 | i | 5% | 13% | i | -11% | 0% | -8% | 3 | 22%
O=C(NC1CCCCCC1)c1[nH]c(C(F)(F)F)nc1-c1ccccc1 | i | 2% | -5% | -55%[inhibitor] | 18% | ? | 0% | 0 | 12%
O=C(O)c1ccc2c(c1)C(c1ccccc1)OC2=O (stereo unspecified) | i | 6% | 8% | -10%[57.5 µM] | -2% | 0% | -10% | -23 | 17%
NC(=O)C1CCCN(C(=S)NCc2ccc3c(c2)OCO3)C1 (stereo unspecified) | i | -1% | 10% | i | 13% | ? | 14% | 0 | -7%[0.397 µM]
CCC(C)C(=O)Nc1cc([N+](=O)[O-])ccc1Cl (stereo unspecified) | i | 6% | -6% | -43%[inhibitor] | . | 9% | 2% | 11 | 11%
Cc1ccc(N2CC(C(=O)N3CCCc4ccccc43)CC2=O)cc1 (stereo unspecified) | i | 1% | -12% | 0%[57.5 µM] | 13% | 3% | 4% | -19 | 22%
O=C1NC(c2ccc(F)cc2)Oc2ccccc21 (stereo unspecified) | i | 11% | 2% | i | -23% | 7% | -7% | 28 | 20%
CC(C)Oc1ccc(S(=O)(=O)N2CCOCC2)cc1NC(=O)c1cc([N+](=O)[O-])ccc1N1CCOCC1 | i | -1% | 8% | -9% | 42% | 9% | -12% | 12 | 1%
Cc1ccc(-c2nc3c(c(=O)c4ccccc4n3C)c(=O)n2Cc2ccco2)cc1 | i | 1% | -10% | i | 26% | 15% | 12% | 45 | -7%
CCOc1ccc(Cc2nnc(SCC(=O)c3ccc(OC)cc3)o2)cc1 | i | 6% | 25% | i | 9% | ? | 1% | 37 | 4%
CCOc1cc(C2NC(=O)CCC2[N+](=O)[O-])cc(Br)c1OCC (stereo unspecified) | i | -20% | 0% | -8% | -25% | 9% | -3% | 0 | 0%
Cc1ccc(C(=O)C[n+]2cccc3cc(C)ccc32)cc1 | i | -7% | -32%[inhibitor] | 5% | 16% | -5% | 0% | 5 | 0%
O=C(c1ccccc1)N(Cc1cccnc1)C1(C(=O)Nc2ccccc2)CCCCC1 | i | 8% | 4% | i | . | -14% | 1% | -25 | 15%
COc1ccc(CCNC(=O)c2cc(=O)[nH]c3ccc(S(=O)(=O)N4CCCCC4)cc23)cc1OC | . | . | -9% | -17% | 9% | 13% | . | . | 16%
O=C(CSc1nnc(SCc2ccccc2)s1)N/N=C/C=C/c1ccccc1[N+](=O)[O-] | i | 7% | 9% | -18% | 25% | -23% | -7% | -18 | 18%

Next part, overlapping the part above by 2 compounds.
SMILES | pAkt inh | aSyn rescue | Abeta yeast res | PTHR1 ag | FUS suppressor | GLP1R inv ag | GLP1R ag | D3 antag | TDP-43 yeast inh
COc1ccc(CCNC(=O)c2cc(=O)[nH]c3ccc(S(=O)(=O)N4CCCCC4)cc23)cc1OC | . | . | -9% | -17% | 9% | 13% | . | . | 16%
O=C(CSc1nnc(SCc2ccccc2)s1)N/N=C/C=C/c1ccccc1[N+](=O)[O-] | i | 7% | 9% | -18% | 25% | -23% | -7% | -18 | 18%
Cc1ccc(-n2ncc3c(=O)n(CC#N)cnc32)cc1C | i | 4% | 3% | -6%[57.5 µM] | -4% | 13% | 11% | 19 | 5%
CC(C)Cc1nnc(NC(=O)CS(=O)(=O)Cc2ccccc2)s1 | i | 2% | -5% | -3% | 13% | -1% | -4% | -3 | 6%
COc1ccc(/C(C)=N/NC(=O)C(NC(=O)c2ccccc2)c2n[nH]c(=O)c3ccccc23)c(OC)c1 (stereo unspecified) | i | -4% | 0% | i | 6% | 69%[activator] | 20% | 3 | 0%
COc1ccc(NC(=O)/C=C/C(=O)O)c(OC)c1 | i | -9% | -11% | -5% | 5% | 16% | -1% | -20 | -1%
CCOC(=O)C1CCN(C(=O)Cn2ncc3c4ccccc4n(Cc4ccccc4)c3c2=O)CC1 | . | . | ? | -18% | ? | 2% | . | . | 17%
CC(CC(=O)O)C(=O)c1ccc(Cl)c([N+](=O)[O-])c1 (stereo unspecified) | i | 3% | -14% | -11% | -20% | 39%[activator] | 1% | 7 | -8%
COc1ccc(CNC(=O)C(=O)NCC2OCCN2S(=O)(=O)c2ccc(OC)c(OC)c2)cc1 (stereo unspecified) | i | -2% | -2% | i | . | 3% | 1% | 5 | 22%
CCOC(=O)c1c(C)[nH]c(C)c1C(=O)CSc1nncs1 | i | 6% | -2% | i | 3% | 30% | 8% | 4 | 5%
COc1ccc(CC(=O)OC(C)C(=O)NCc2ccc3c(c2)OCO3)cc1OC (stereo unspecified) | i | 0% | 7% | -4% | -12% | 11% | 12% | 31 | 19%
O=C(c1cc2cc(Br)cc(Br)c2oc1=O)N1CCOCC1 | i | 2% | -16% | -1% | -2% | 7% | -2% | 3 | -5%
COC(=O)CSc1cc([N+](=O)[O-])ccc1NC(=O)OC | i | -6% | -18% | i | 3% | 24% | 3% | 0 | 8%
O=c1cnc2ccccc2n1CC1CCCCC1 | i | 2% | 6% | i | 4% | 12% | 11% | 6 | 21%
O=C(Nc1cccc(Cl)c1)c1cc2c(=O)[nH]c3ccccc3c2s1 | . | . | 4% | -6% | -12% | 1% | . | . | 0%
CCOc1ccccc1NC(=O)Cn1nnc(C(=O)NCc2cccs2)c1N | i | -2% | -10%&-8% | i | 31%&-6% | -48%&-64% | 29% | 0 | -4%&13%
Cc1cccc(C2C3=C(Nc4[nH]n(-c5ccccc5)c(=O)c42)c2ccccc2C3=O)c1 (stereo unspecified) | i | -2% | -2% | -6% | 13% | ? | 2% | ? | 12%
Cc1ccc(S(=O)(=O)c2nnn3c2nc(N2CCN(c4ccccn4)CC2)c2ccccc23)cc1 | . | 1% | -5% | -6% | -21% | 22% | -1% | 0 | -15%
C=CCOc1ccc(NC(=O)C(=O)NCCCn2ccnc2)cc1 | i | 3% | 9% | i | 16% | 2% | -18% | 16 | -15%
Cc1cc2oc(=O)cc(-c3ccccc3)c2c(C)c1-c1ccc(C(F)(F)F)cc1 | i | 0% | 3% | -4% | -18% | -24% | 0% | 39 | 10%
Nc1nnn(CC(=O)N/N=C/c2cccc3ccccc23)n1 | i | 2% | -10% | i | . | -2% | -2% | 16 | 8%
C=CCOc1nc2c(c(=O)n(Cc3ccc(Cl)cc3)c(=O)n2C)n1C | i | 2% | 9% | -5%[57.5 µM] | -14% | 11% | 1% | 12 | 1%
Cc1ccccc1CS(=O)(=O)Cc1ccc(C(=O)NCCCN2CCOCC2)o1 | i | -1% | -9% | -1% | 4% | 12% | 4% | -1 | -6%
Cc1ccc2cc(/C=N/Nc3ccc(C(=O)O)cc3)c(Cl)nc2c1 | i | 28% | 4% | -40%[inhibitor] | 23% | 86%[activator] | 20% | 13 | 14%
N#C/C(=C\c1ccc(OCc2ccc(Cl)cc2)cc1)C(=O)Nc1cccc(C(=O)O)c1 | i | 1% | 4% | -14% | -8% | 21% | 8% | 15 | 8%
O=C(Nc1cc(Cl)cc(Cl)c1)C1CCC(=O)N1Cc1ccccc1Cl (stereo unspecified) | i | -1% | -9% | -27%[57.5 µM] | 9% | ? | -5% | 6 | 10%
CCC(NS(=O)(=O)c1ccc(C)cc1)C(=O)Nc1ccc(NC(C)=O)cc1 (stereo unspecified) | i | 4% | -9% | i | . | -10% | -4% | -24 | -11%
CCOC(=O)N1CCN(C(=S)Nc2cc(OC)c(OC)cc2C(=O)OC)CC1 | i | -3% | -6% | -21%[57.5 µM] | 15% | 0% | -2% | -11 | -11%
COc1ccc(S(=O)(=O)N2CCOCC2)cc1NC(=O)CSc1nnc(N)s1 | i | -3% | -5% | -13% | 15% | 23% | -2% | 11 | 7%
COC(C[C@H](O)CC(=O)[C@H](C)OCc1ccccc1)OC | i | -1% | 4% | -14% | -14% | -13% | 0% | -8 | 8%
Cc1ccnc(NC(=O)c2ccc(Cl)c(S(=O)(=O)N3CCCC3)c2)c1 | i | -12% | -1% | -36%[inhibitor] | 3% | -5% | 18% | 4 | 9%
